# MT1-MMP act inh = MT1-MMP (human) activation inhibition. AID 651647. HT1080 RFP-PRO-GFP cells, GFP/RFP ratio fluorescence, overnight; percent of plate control window, DMSO zero. hit rate 0.061% among 360,000. P50281. GFP/RFP ratio change, % at 20 µM;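 active means GFP/RFP ratio change of at least 30% with cell ATP level not reduced by more than half and red fluorescence within 50% of control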; further: strong numbers were not always called active
#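 Compound: 20 µM single dose, 1% DMSO / System: HT1080 RFP-PRO-GFP cells / Controls: DMSO and RFP-L50D-GFP cell wells / Read-out basis: GFP/RFP fluorescence ratio / Schedule: overnight compound exposure at 37 °C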
# Neddylation inh = cullin neddylation inhibition; P61081+Q13564; TR-FRET cullin neddylation, biochemical; calls only at 25 µM; hit rate 0.58% among 360,000; AID 651699; in the data active means inhibition above about 36%
# SKN-1 block = C. elegans SKN-1 inhibition. C. elegans VP596 Pgst-4::GFP/RFP ratio, acrylamide-induced, 24 h. inhibition, % at 21.8 µM. hit rate 0.49% among 360,000;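 active means interference check ratio from 0.5 to 1.5 plus GFP to RFP signal ratio inhibition reaching or exceeding a fixed threshold, cut at about 30% in these data, passing the limit was not always enough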; further: some compounds called inactive have numbers as strong as hits
# Rin1 Abl inh = inhibitors of human Rin1-Abl protein interaction | hit rate 0.4% among 360,000 | inhibition, % at 7.35 µM | AID 588664 | TR-FRET Rin1/Abl binding, biochemical | P00519+Q13671; in the data active means inhibition above about 5%, passing the limit was not always enough
# Target sequence (P00519 whole entry, looked up): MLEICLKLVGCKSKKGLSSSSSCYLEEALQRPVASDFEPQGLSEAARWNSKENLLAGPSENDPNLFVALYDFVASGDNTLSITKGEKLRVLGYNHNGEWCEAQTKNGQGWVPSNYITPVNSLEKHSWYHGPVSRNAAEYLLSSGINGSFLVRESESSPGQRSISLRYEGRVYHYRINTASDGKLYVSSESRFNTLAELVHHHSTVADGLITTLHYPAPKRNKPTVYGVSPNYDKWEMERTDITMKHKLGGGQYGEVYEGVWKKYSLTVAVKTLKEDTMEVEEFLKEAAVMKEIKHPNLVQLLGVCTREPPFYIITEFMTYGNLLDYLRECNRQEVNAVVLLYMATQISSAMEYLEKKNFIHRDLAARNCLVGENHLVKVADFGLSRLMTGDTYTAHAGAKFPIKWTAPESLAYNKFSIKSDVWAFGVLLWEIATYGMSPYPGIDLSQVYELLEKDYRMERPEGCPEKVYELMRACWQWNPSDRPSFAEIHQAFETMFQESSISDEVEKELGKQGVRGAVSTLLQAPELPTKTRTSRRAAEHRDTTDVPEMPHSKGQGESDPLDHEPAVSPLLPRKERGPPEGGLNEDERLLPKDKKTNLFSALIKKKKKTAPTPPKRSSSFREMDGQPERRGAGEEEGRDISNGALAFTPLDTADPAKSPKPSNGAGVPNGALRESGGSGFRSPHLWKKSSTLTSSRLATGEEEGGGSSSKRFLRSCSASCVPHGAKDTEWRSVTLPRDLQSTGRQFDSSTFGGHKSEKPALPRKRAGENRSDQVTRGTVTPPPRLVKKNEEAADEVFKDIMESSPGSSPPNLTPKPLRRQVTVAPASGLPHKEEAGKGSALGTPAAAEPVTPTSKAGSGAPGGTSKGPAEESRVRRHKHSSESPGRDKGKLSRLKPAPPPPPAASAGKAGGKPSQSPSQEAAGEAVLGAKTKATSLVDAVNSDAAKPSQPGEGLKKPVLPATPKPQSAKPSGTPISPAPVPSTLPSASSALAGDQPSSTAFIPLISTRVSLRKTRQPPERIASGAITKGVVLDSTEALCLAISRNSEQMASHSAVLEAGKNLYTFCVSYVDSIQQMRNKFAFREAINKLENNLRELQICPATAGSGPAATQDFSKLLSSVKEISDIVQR
# Target sequence (Q13671 whole entry, looked up): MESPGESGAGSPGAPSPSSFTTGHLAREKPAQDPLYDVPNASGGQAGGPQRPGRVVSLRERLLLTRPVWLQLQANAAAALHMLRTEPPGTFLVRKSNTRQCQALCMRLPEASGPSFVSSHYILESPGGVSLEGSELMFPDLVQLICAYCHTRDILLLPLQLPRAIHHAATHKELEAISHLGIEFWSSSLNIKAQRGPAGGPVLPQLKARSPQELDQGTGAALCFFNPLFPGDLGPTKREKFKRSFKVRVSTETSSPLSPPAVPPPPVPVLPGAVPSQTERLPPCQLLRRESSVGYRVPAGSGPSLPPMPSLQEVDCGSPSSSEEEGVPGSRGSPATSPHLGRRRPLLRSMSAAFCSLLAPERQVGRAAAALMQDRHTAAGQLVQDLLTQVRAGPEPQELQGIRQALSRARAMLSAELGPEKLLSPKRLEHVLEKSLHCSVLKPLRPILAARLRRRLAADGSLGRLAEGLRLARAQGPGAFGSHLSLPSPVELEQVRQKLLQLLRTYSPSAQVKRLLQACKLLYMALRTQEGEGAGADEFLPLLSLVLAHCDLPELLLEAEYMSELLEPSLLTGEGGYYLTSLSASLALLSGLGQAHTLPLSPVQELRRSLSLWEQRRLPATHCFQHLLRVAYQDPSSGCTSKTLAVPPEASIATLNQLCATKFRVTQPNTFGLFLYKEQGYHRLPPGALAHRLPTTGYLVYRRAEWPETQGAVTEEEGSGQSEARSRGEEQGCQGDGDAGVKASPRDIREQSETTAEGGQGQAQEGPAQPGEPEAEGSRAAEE
# CSN inh = inhibitors of human CSN-mediated cullin deneddylation; Purified CSN, SCF-Nedd8-OG deneddylation, fluorescence polarization; inhibition, % at 12.5 µM; hit rate 0.38% among 360,000;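 active means pattern-corrected inhibition above about 35%, with an unprinted fluorescence ratio check between 0.5 and 1.5, limit read from the data, passing the limit was not always enough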;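 further: 0% = enzyme with substrate and 100% = substrate without enzyme; some results filed as inactive read as strong as hits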
#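 Material: purified human Csn5 enzyme expressed in HEK293T cells / Medium: Tris buffer pH 7.5, NaCl, DTT, Tween-20, trehalose, ovalbumin / Compound dosing: 12.5 µM single point / Schedule: 90 min incubation of compound, enzyme and substrate at room temperature / Signal: fluorescence polarization of the substrate / Control set: no-enzyme wells high, enzyme-with-substrate wells low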
# FAS-TE inh = FAS thioesterase (human) inhibition; P49327; recombinant FAS-TE, OMFH fluorogenic substrate, fluorescence endpoint; inhibition, % at 15 µM; hit rate 0.67% among 360,000;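 active means compounds whose normalised, plate-corrected inhibition of enzyme fluorescence in the single-dose primary screen is 50% or more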;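 further: 0% = DMSO with enzyme and 100% = substrate without enzyme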
# NadD block = NadD (S. aureus) enzyme inhibition | purified NadD enzyme, colorimetric absorbance read-out | inhibition, % at 20 µM | hit rate 0.78% among 360,000; in the data active means inhibition above about 26%; further: some compounds past the cut are filed as inactive
# MLLE-PAM2 inh = blocks PAM2 peptide binding to the PABP1 MLLE domain | P11940 | GST-MLLE / FITC-PAM2 fluorescence polarization | hit rate 0.36% among 360,000 | inhibition, % at 20 µM | AID 588489; in the data active means inhibition above about 35%, passing the limit was not always enough;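 further: plate controls were DMSO wells with GST-MLLE for no effect and wells lacking GST-MLLE protein for full effect; some results filed as inactive read as strong as hits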
# Rpn11 block = Rpn11 (human) deubiquitinase inhibition. AID 588493. hit rate 0.59% among 360,000. calls only at 20 µM. human 26S proteasome, Ub4-pepOG fluorescence polarization; 20S core pre-blocked with epoxomicin. O00487;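 active means inhibition at 20 µM, scaled to each plate's controls, above about 33%, limit read from the data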
# An asterisk follows results filed as active; i = inactive; x = no result given; + = active, no number.
SMILES,MT1-MMP act inh,Neddylation inh,SKN-1 block,Rin1 Abl inh,CSN inh,FAS-TE inh,NadD block,MLLE-PAM2 inh,Rpn11 block
C/C(=N/N1CCN(Cc2cccc3ccccc23)CC1)c1cccnc1,2,i,2,1,-2,-3,-5,12,i
O=S(=O)(c1ccc(Oc2ccccc2)cc1)N1CCOCC1,2,i,4,4,4,-1,1,-3,i
Fc1c(CSC(=S)N2CCOCC2)cccc1CSC(=S)N1CCOCC1,1,i,1,-1,106,30,-10,10,i
COc1ccc(C(=O)OCCN=C2NS(=O)(=O)c3ccccc32)cc1OC,5,i,-5,-3,7,-4,-4,11,i
C[C@H](CO)N1C[C@H](C)[C@H](CN(C)C(=O)Nc2ccc(C(C)(C)C)cc2)OCc2cnnn2CCCC1=O,-1,i,11,-4,-4,-7,0,11,i
Cc1cc([N+](=O)[O-])nn1Cc1ccc(C(=O)N/N=C/c2ccc(N(C)C)cc2)cc1,1,i,-8,1,-2,3,6,-9,i
CC(C)CC(C(=O)NCc1ccccn1)N1C(=O)c2ccccc2C1=O (stereo unspecified),-2,i,42*,-2,-2,-6,6,-2,i
CCOC(=O)C(CC)Sc1ccc2nnc(-c3cccnc3)n2n1 (stereo unspecified),1,x,1,-1,9,-1,-2,21,i
COc1ccc(C2CC(c3ccccc3)=NN2C(=O)COC(=O)c2cnc(Cl)c(Cl)c2)cc1 (stereo unspecified),0,i,-1,-1,0,25,1,10,i
O=C(C1=C(O)C(=O)N(c2ncccn2)C1c1cccs1)c1ccco1 (stereo unspecified),-27,i,4,2,14,-8,7,13,i
CC(=O)N1CCc2c(sc(NC(=O)c3ccc(S(=O)(=O)N(C)C)cc3)c2C#N)C1,-2,i,11,-1,9,-5,3,-44,i
CCO[C@@H]1OC(C(=O)Nc2ccccc2)=C[C@H](c2coc3ccccc3c2=O)[C@H]1CCCO,19,i,19,-2,-2,4,1,-14,i
O=C(CC(Nc1ccccc1Cl)C(=O)OCC(=O)c1cccs1)c1ccccc1 (stereo unspecified),-1,i,16,4,2,29,-4,9,i
O=C1c2ccccc2C(=O)N1CCC1(O)C(c2ccccc2)=Nc2ccccc21 (stereo unspecified),4,i,11,0,-6,-5,3,-1,i
Clc1cccc(CN2CCc3c([nH]c4ccccc34)C2)c1,-4,+,7,-3,2,14,1,-6,i
CC1CCCCN1C(=O)CSc1nnc(Cc2ccccc2)n1C (stereo unspecified),5,i,-16,-1,-2,-5,-4,7,i
COc1cccc(NC(=O)CSc2nc3c(c(=O)n2C)SC(C)C3)c1 (stereo unspecified),2,i,8,-2,4,-3,-5,-3,i
CCn1cc(C(=O)N2CCCC2)c(=O)c2cc(S(=O)(=O)N(C)C)ccc21,-2,i,10,1,-2,-8,0,16,i
O=c1c(-c2ccc(O)cc2)coc2cc(O)cc(O)c12,-2,i,0,-2,2,-5,-1,-6,i
CC[n+]1c(/C=C2/C=C(C)CC(C)(C)C2)sc2ccc(OC)cc21,-3,i,14,-3,4,-27,16,-2,i
CC(OC(=O)CC1CCCCC1)C(=O)Nc1ccc(F)cc1 (stereo unspecified),1,i,14,-1,5,6,-5,-1,i
O=C(c1cccc(S(=O)(=O)N2CCN(c3ccc(F)cc3)CC2)c1)N1CCN(c2ccccc2O)CC1,-6,i,5,5,-6,41,38*,-3,i
Cn1c(SCc2nnc(-c3ccccc3)o2)nc2ccccc21,-2,i,-3,-1,2,-2,0,-72,i
COC(=O)CCc1c(C)c(C(=O)c2ccco2)c2ccccn12,-8,i,19,-2,0,-9,2,19,i
COc1ccc(S(=O)(=O)N2CCC(N3CCN(Cc4ccccc4)CC3)CC2)cc1,-2,i,-2,1,-2,-3,0,-10,i

# Full records, looked up by structure.
# CCO[C@@H]1OC(C(=O)Nc2ccccc2)=C[C@H](c2coc3ccccc3c2=O)[C@H]1CCCO reads MT1-MMP act inh: 19; Neddylation inh: i; SKN-1 block: 19; Rin1 Abl inh: -2; CSN inh: -2; FAS-TE inh: 4; NadD block: 1; MLLE-PAM2 inh: -14; Rpn11 block: i
# COc1cccc(NC(=O)CSc2nc3c(c(=O)n2C)SC(C)C3)c1 (stereo unspecified) reads MT1-MMP act inh: 2; Neddylation inh: i; SKN-1 block: 8; Rin1 Abl inh: -2; CSN inh: 4; FAS-TE inh: -3; NadD block: -5; MLLE-PAM2 inh: -3; Rpn11 block: i

# Next section
SMILES,MT1-MMP act inh,Neddylation inh,SKN-1 block,Rin1 Abl inh,CSN inh,FAS-TE inh,NadD block,MLLE-PAM2 inh,Rpn11 block
Cc1cc(SC#N)cc(C)c1NC(=O)CCl,6,i,-5,-4,-4,-10,4,28,i
CCOC(=O)Cc1c[nH]c2ccc([N+](=O)[O-])cc12,-6,i,-15,-1,3,1,1,-16,i
O=C(CCN1CCOCC1)NC12CC3CC(CC(C3)C1)C2,-1,i,15,2,-2,-4,5,14,i
CS(=O)(=O)Nc1ccc(-c2cnc3cccnn23)cc1,-12,x,4,-1,3,-5,4,12,i
Cc1ccc2[nH]c(=O)c(COC(=O)C3CCCO3)cc2c1 (stereo unspecified),4,i,2,-1,-6,-4,-4,14,i
CCN(CC)S(=O)(=O)c1ccc(NC(=O)CN(c2ccc(OC)cc2OC)S(C)(=O)=O)cc1,-1,i,-2,3,-2,4,2,-10,i
O=S(=O)(Cc1ccccc1)N=Nc1c(O)[nH]c2ccc(Br)cc12,2,i,-7,-4,-1,-5,6,22,i
COC(=O)c1ccc(CCc2cc(O)c(Br)cc2O)cc1,1,i,11,0,3,10,0,39,i
COC(=O)[C@@H]1C[C@@]2(O)[C@H](O)[C@H](O)[C@H](O)C[C@H]2N1Cc1ccc(-c2ccccc2)cc1,1,i,6,1,8,-4,-1,-6,i
Cc1ccc(N(CC(=O)Nc2ccc(F)cc2)S(=O)(=O)N2CCCC2)cc1,1,i,-3,-1,-4,7,-5,2,i
Cc1ccc(C(=O)OCC(=O)Nc2ncc(C(F)(F)F)cc2Cl)cc1NC(=O)c1ccco1,-3,i,3,-1,0,16,4,8,i
Cc1ccc(NC(=O)c2cc(-c3ccc(C)c(C)c3O)n[nH]2)cc1C,4,i,-9,0,1,-2,-1,3,i
CC(C)n1c(N2CCN(C(=O)Nc3ccc(F)cc3F)CC2)nc2ccccc21,-2,i,11,1,0,-5,7,10,i
COCCN(Cc1ccc(C)cc1)C(=O)[C@H]1O[C@@H](n2cnc3c(N)ncnc32)[C@H](O)[C@@H]1O,3,i,-2,2,1,-8,0,-10,i
Cc1ccc(S(=O)(=O)N2CCN(C)CC2)cc1[N+](=O)[O-],8,i,12,-2,2,-6,1,-4,i
COc1cc(/C=N/N(C)c2ccccc2)cc(Cl)c1O,1,i,-4,3,-1,73*,-2,8,i
Cc1ccc(-n2c(=O)c3c(C)c(C)sc3n(Cc3cc(=O)n4ccccc4n3)c2=O)cc1C,-12,i,5,3,1,8,17,6,i
Fc1ccc(Cn2cc(C(=S)N3CCOCC3)c3ccccc32)cc1,0,i,6,0,1,13,-9,13,i
CC(=O)N1CCCc2cc(S(=O)(=O)NCCC3=CCCCC3)ccc21,-2,i,4,0,1,0,0,-4,i
O=C(c1ccc(Br)cc1)N1CCCC(c2nc(-c3cccs3)no2)C1 (stereo unspecified),0,i,2,2,5,-1,-9,-12,i
c1coc(Cn2c(-c3ccco3)nc3ccccc32)c1,-4,i,-13,4,6,-1,0,-3,i
O=C(O)c1cc2ccccc2cc1Nc1ccccc1,x,i,2,-1,0,-6,-5,3,i
COc1ccc(Cc2nnc(Nc3ccc(C)cc3)o2)cc1OC,-2,i,-4,2,1,-1,-12,-5,i
O=C(CSc1ncccn1)NCc1ccccc1,-3,i,-20,6,-1,-8,5,3,i
COCCCN1C(=O)CC(C(=O)OC)=C1C,0,i,0,3,2,-6,6,1,i

# Printed as active in NadD block, among the entries above:
mol | MT1-MMP act inh | Neddylation inh | SKN-1 block | Rin1 Abl inh | CSN inh | NadD block | MLLE-PAM2 inh | Rpn11 block
O=C(c1cccc(S(=O)(=O)N2CCN(c3ccc(F)cc3)CC2)c1)N1CCN(c2ccccc2O)CC1 | -6 | i | 5 | 5 | -6 | 38* | -3 | i

# The listing continues.
SMILES,MT1-MMP act inh,Neddylation inh,SKN-1 block,Rin1 Abl inh,CSN inh,FAS-TE inh,NadD block,MLLE-PAM2 inh,Rpn11 block
CC1CC(=O)N(Cc2ccccc2)c2ccccc2N1C=O (stereo unspecified),3,i,-29,0,2,-9,-6,-8,i
C/[N+]([O-])=C\c1ccc([N+](=O)[O-])o1,1,i,16,4,-1,-4,0,13,i
O=C(N/N=C/c1cccnc1)c1ccc(CN2c3cccc4cccc(c34)S2(=O)=O)cc1,1,+,-2,1,-4,13,6,-2,i
O=C(COC(=O)c1ccccc1[N+](=O)[O-])Nc1cccnc1Cl,-1,i,-5,1,-3,-4,-6,2,i
CC(C)C(=O)N1CCC1(C)C(=O)Nc1ccc2[nH]ccc2c1 (stereo unspecified),3,i,6,-3,2,-14,-5,1,i
CCOc1ccccc1-n1c(SCC(=O)N(CC)CC)nnc1-c1ccccn1,-1,i,-11,0,-2,-8,-3,-4,i
Cc1ccc(S(=O)(=O)NN2C(=O)c3ccccc3NC2c2ccccc2)cc1 (stereo unspecified),-4,x,1,0,-12,6,-3,0,i
O=C(c1ccc(-c2nnc(Nc3cccc(Cl)c3)c3ccccc23)cc1)N1C[C@H]2C[C@H](C1)c1cccc(=O)n1C2,3,i,17,-1,-3,8,28*,7,i
COCCNC(=O)Cc1ccc(Br)cc1,-2,i,-18,-1,-3,-8,1,0,i
Cc1nc(-c2coc3cc(OCC(=O)O)ccc3c2=O)cs1,2,i,-5,1,-3,-3,-4,2,i
COc1cc(CNc2ncnc3c2ncn3[C@H]2CN(Cc3ccc4c(c3)OCO4)C[C@@H](CO)O2)cc(OC)c1OC,-1,i,-8,4,4,2,3,21,i
CCn1c(SCC(=O)NCc2ccco2)nc2cccnc21,1,i,-7,-1,4,-8,0,5,i
O=C(CSc1ccc(-c2ccccn2)nn1)c1ccccc1,8,i,-2,-8,9,5,-5,15,i
Cc1cc(C)c(S(=O)(=O)N2CCN(C)CC2)c(C)c1,0,i,13,0,-4,-7,-3,3,i
Cc1[nH]c2ccccc2c1SCC(=O)N1CCCCCC1,-4,i,-5,4,1,-2,-11,19,i
ON(CCc1ccccn1)CCc1ccccn1,-3,i,25,4,-8,-9,0,37,i
CCn1c(=O)ccc2cc([N+](=O)[O-])ccc21,1,i,-15,0,9,-8,-1,-8,i
CCC(=O)N1CCN(c2nc(-c3ccccc3)c3c(c2C#N)CCCC3)CC1,-21,x,16,5,1,-31,11,15,i
COc1ccc(-c2csc3ncn(-c4ccc(C)cc4)c(=O)c23)cc1OC,-1,i,-3,-4,-2,4,-3,-6,i
CCOC(=O)C1CCCN(C(=O)c2cc3ccccc3oc2=O)C1 (stereo unspecified),1,i,-15,0,1,-4,-4,3,i
COc1ccccc1OCC(=O)Nc1cccc(-c2nnc(-c3ccco3)o2)c1,8,i,4,3,-16,11,-5,-18,i
O=C(Nc1ccc(Cc2ccncc2)cc1)c1cc(F)c(F)cc1Cl,2,i,0,3,-1,-4,-6,-6,i
CC1(C)C(=O)OC(c2cccn2-c2ccc([N+](=O)[O-])cc2)C(C)(C)C1=O (stereo unspecified),-6,i,3,1,-3,5,-5,12,i
CC(C)Oc1ccc(S(=O)(=O)N2CCOCC2)cc1NC(=O)C1=COCCO1,-2,i,9,-1,-2,-1,-2,-5,i
Cc1cc(C)nc(NC(=S)NC(=O)c2ccccc2)n1,1,i,11,3,-1,-2,-8,36,i
O=C(Nc1nc(-c2ccc(Cl)s2)cs1)c1ccco1,2,i,85*,1,-4,21,-11,4,i

# Screens: PubChem BioAssay, several laboratories

# No enrichment for hits. Share with any hit: about 3.9%.
